# Compound activity from PubChem BioAssay.
# V1R ag counter = agonists of human V1a receptor, primary screen, counter-screen for OXTR agonist project, fluorescence, CHO-V1R cells; Vasopressin V1a receptor (Homo sapiens), P37288; actives 0.25% (n = 320,000); Fluo-8 calcium fluorescence, agonist mode; 0% DMSO, 100% 3 nM vasopressin; activation, % at 3 µM;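 active means activation above the mean activation of all tested compounds plus 3 SD, per screening run, cut at about 20% in these data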;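 further: signal is peak over basal fluorescence ratio across a 100 second FLIPR read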
# Target sequence (P37288 whole entry, looked up): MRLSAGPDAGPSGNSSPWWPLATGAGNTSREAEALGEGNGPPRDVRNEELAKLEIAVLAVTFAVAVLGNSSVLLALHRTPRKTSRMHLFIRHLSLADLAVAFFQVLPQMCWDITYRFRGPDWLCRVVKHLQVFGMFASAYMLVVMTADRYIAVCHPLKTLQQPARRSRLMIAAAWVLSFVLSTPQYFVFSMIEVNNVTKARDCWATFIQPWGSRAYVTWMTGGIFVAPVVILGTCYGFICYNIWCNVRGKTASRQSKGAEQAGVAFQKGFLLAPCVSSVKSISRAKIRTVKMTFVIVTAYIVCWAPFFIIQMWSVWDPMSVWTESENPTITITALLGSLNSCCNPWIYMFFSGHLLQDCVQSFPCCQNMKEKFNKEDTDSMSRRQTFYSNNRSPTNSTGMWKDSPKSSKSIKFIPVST
# MEKK2mut PB1 HTS = MEK5 binding signal on mutant MEKK2 PB1, primary screen, biochemical, multiplex bead flow cytometry, Alexa488-MEK5; Alexa488-MEK5 binding to MEKK2 mutant; percent response, % at 10 µM; actives 0.35% (n = 290,000); in the data active means percent response above about 24%, passing the limit was not always enough; further: inactives centre near 1; some results filed as inactive read as strong as hits
# GPR7 antagonist = GPR7 receptor antagonists, primary screen, cell-based, fluorescence, single concentration; GPR7-expressing cells, fluorescence antagonist assay; inhibition, % at 4.4 µM; actives 1.1% (n = 290,000); AID 1861, 2009; in the data active means inhibition above about 16%, passing the limit was not always enough;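 further: cells stimulated with the agonist NPW; 0% = agonist with vehicle and 100% = vehicle without agonist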
# Target sequence (P48145 whole entry, looked up): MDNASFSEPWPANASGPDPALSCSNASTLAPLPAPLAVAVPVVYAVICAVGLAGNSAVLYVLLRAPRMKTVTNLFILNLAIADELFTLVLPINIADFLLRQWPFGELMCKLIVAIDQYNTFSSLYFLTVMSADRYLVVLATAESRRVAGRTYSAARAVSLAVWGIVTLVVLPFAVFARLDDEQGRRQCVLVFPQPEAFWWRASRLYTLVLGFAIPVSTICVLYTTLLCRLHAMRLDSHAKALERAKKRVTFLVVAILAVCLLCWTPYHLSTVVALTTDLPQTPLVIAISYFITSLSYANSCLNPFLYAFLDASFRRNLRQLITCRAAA
# OXTR agonist = human OXTR agonists, primary screen, fluorescence, CHO-OTR cells, Fluo-8 calcium. activation, % at 3 µM. Fluo-8 calcium fluorescence; normalized: DMSO 0%, oxytocin 100%. actives 0.32% (n = 320,000). Oxytocin receptor (Homo sapiens), P30559;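 active means activation above the mean of all tested compounds plus 3 SD, cutoff set per screening run, cut at about 20% in these data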;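 further: peak over basal fluorescence ratio from a 100 s FLIPR kinetic read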
# M18AAP inhibitor = PfM18AAP inhibitors, malaria aminopeptidase, primary screen, biochemical, QFRET, recombinant enzyme; M18 aspartyl aminopeptidase (Plasmodium falciparum 3D7); H-Glu-NHMec fluorogenic cleavage; inhibition, % at 7.35 µM; actives 1.2% (n = 290,000);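 active means inhibition above the campaign mean inhibition over all tested compounds plus 3 SD, cut at about 28% in these data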;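 further: 0% = plate median of test compound wells and 100% = 2 mM ZnCl2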
# NALP1 inh = NALP1 inflammasome inhibitors in reconstituted yeast, colorimetric, S. cerevisiae, triplicate retest; S. cerevisiae NALP1/ASC/caspase-1 growth, X-gal OD620, 72 h; inhibition, % at 10 µM; actives 0.61% (n = 280,000); AID 2071, 2009; in the data active means inhibition mostly above about 24%, no sharp cut-off; inactive means mostly below about 32%; further: some compounds called inactive have numbers as strong as hits
# MEKK2wt PB1 HTS = modulators of MEK5 binding to wildtype MEKK2, primary screen, biochemical, multiplex bead flow cytometry, Alexa488-MEK5 | Alexa488-MEK5 binding to MEKK2 WT; actives lie on both sides | binding response (% of control), % at 10 µM | actives 1.1% (n = 290,000); in the data active means binding response below about 67% or above about 130%
# OXTR potentiator = human OXTR potentiators, primary screen, fluorescence, CHO-OTR cells, Fluo-8 calcium; Oxytocin receptor (Homo sapiens), P30559; Fluo-8 calcium fluorescence, potentiator mode; 0% = oxytocin EC15, 100% = EC100; activation, % at 3 µM; actives 0.061% (n = 320,000); AID 2445, 2010;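 active means activation above that plate's cutoff, the mean activation of tested compounds plus 3 SD, cut at about 6.6% in these data, passing the limit was not always enough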;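 further: 100% uses oxytocin at 75 nM as the full agonist control; some results filed as inactive read as strong as hits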
#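 Material: human OTR in CHO cells. Compound: 3.0 µM, one dose. Timing: compound 6 min at room temperature before oxytocin, 100 s read. Evaluation: % activation of max/min ratio relative to oxytocin controls. Replication: single well per compound, singlicate. Signal: Fluo-8 calcium dye fluorescence.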
# GalR3 antagonist = GalR3 antagonists in HEK293 cells, primary screen, cell-based, fluorescence readout. HEK293 GalR3-CNG cAMP membrane potential fluorescence; galR3 body fused to GalR1 C-terminus. inhibition, % at 3 µM. Galanin receptor type 3 (Homo sapiens), O60755. actives 0.44% (n = 360,000);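 active means inhibition above the screen-wide average plus 3 SD, cut at about 13% in these data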;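 further: forskolin and galanin both at EC90 stimulate the cells; cAMP rise reported by CNG channel membrane potential dye signal; 0% = forskolin plus galanin with DMSO and 100% = forskolin alone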
# Target sequence (O60755 1-299 limits assumed): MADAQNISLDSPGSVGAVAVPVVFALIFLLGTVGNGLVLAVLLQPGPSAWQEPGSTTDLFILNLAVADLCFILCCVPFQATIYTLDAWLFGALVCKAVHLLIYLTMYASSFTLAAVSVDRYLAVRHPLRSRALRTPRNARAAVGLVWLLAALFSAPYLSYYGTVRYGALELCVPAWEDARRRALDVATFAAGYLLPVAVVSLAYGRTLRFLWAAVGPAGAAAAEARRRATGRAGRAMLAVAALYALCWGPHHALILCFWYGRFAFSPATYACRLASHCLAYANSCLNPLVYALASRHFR
# Starred values were filed as active, the others as inactive; / = no result given; & = joins results of further samples.
# Values in the order – V1R ag counter	MEKK2mut PB1 HTS	GPR7 antagonist	OXTR agonist	M18AAP inhibitor	NALP1 inh	MEKK2wt PB1 HTS	OXTR potentiator	GalR3 antagonist
Cc1nn2c(-c3cccc(NC(=O)CSc4nc5ccccc5o4)c3)nnc2c2ccccc12
→ -0.3	4.0	-10.1	-1.2	-9.3	38.5	104.0	-16.2	0.7
O=c1c2c3c(sc2nc2n1N=C(c1cccs1)CS2)CCCC3
→ 0.5	-2.0	-3.3	0.7	-7.8	5.8	96.0	-15.6	-0.8
Cc1cccc(C(=O)c2c(N)sc3c2CCC(C)C3)c1 (configuration not stated)
→ -1.4	6.0	-7.5	-0.8	7.2	23.8	106.0	-0.3	-6.7
COCCOC(=O)c1c(C)oc2ccc(OC(=O)c3ccc4c(c3)OCO4)cc12
→ 1.6	-5.0	-2.8	0.5	-3.3	26.9	92.0	-17.4	-5.5
CCOc1ccc(NC(=O)CN(C)C(=O)Cn2cnc3c2c(=O)n(C)c(=O)n3C)cc1OCC
→ -0.7	/	/	-0.1	/	/	/	-1.9	-1.6
CCCc1nn2c(=O)c(C(c3ccc(C)cc3)c3c(O)nc4sc(CCC)nn4c3=O)c(O)nc2s1
→ 2.0	9.0	-6.7	1.1	3.9	15.3	110.0	-3.6	-0.5
N[C@@H]1CONC1=O
→ -0.3	4.0&2.0	-7.7	0.6	-8.3	-3.0	105.0&96.0	-6.6	/
CCOC(=O)N1CCC(N2Cc3cccc(C(=O)Nc4cccc(F)c4)c3C2=O)CC1
→ 1.2	3.0	-21.3	1.1	3.2	15.6	100.0	0.9	1.6
CN(Cc1nc2ccccc2n1C)C(=O)c1cccs1
→ -0.9	-3.0	4.8	-0.6	-1.1	21.9	98.0	-5.4	-3.3
CCOC(=O)c1nnn2c3ccccc3c(=O)n(C)c12
→ -0.7	0.0	-10.3	-0.9	2.0	3.0	100.0	-0.1	-3.5
C=CCn1c(SCC(=O)N2CCOCC2)nc2sc(C)c(C)c2c1=O
→ 0.5	1.0	-10.5	-1.3	2.1	2.8	99.0	1.0	-9.4
Cc1nnc(SCC(=O)NC(=O)NCc2ccco2)n1Cc1ccccc1
→ 0.1	13.0	-7.0	0.0	6.7	19.0	102.0	-13.0	5.2
CCOC(=O)c1c(NC(=O)C(Sc2ccccc2)c2ccccc2)sc(C(N)=O)c1C (configuration not stated)
→ 0.4	-6.0	0.9	0.5	-0.6	5.8	90.0	-5.9	2.2
Cc1nc(N)nc(Nc2ccc(Cl)cc2)c1Br
→ 2.9	-6.0	-14.1	3.0	5.7	20.0	96.0	-1.9	-5.8
COc1cc2c(cc1OC)C(=O)N(C)CC2
→ 1.0	-2.0	-14.8	0.8	-2.5	-4.0	95.0	-4.6	4.5
O=C(Nc1c2c(nn1-c1ccc(Cl)cc1)CS(=O)(=O)C2)c1ccccc1
→ -0.7	3.0	-7.4	-0.7	-6.0	20.5	104.0	-6.4	3.3
CCC(=O)N1CCC2(CC1)Oc1ccc(F)cc1C(=O)C21CC(c2cccnc2)=NO1 (configuration not stated)
→ 0.6	7.0	/	0.9	/	12.2	106.0	-5.3	-5.2
O=C(CCNc1cccc(F)c1)c1cc2ccccc2o1
→ -0.3	-28.0	-10.2	-2.5	-7.2	-12.9	67.0	-14.3	-2.2
CCC(C)NC(=O)c1cnn2c1NC(c1ccc3c(c1)OCO3)CC2C(F)(F)F (configuration not stated)
→ -0.7	1.0	-0.8	0.1	-1.8	-5.5	98.0	-3.8	-3.2
CC(=O)Nc1ccc(CN2CCN(CC=C(C)C)C(CCO)C2)cc1 (configuration not stated)
→ 0.1	-9.0	-14.4	1.6	-1.8	0.7	98.0	-3.2	-6.5
CC(=O)Nc1ccc(C(=O)NCC(=O)OCc2ccccc2F)cc1
→ 0.2	-6.0	4.8	1.5	-13.9	-1.9	86.0	-4.5	-5.9
Cc1ccc(OCC(=O)NCCCNC(=O)c2ccco2)cc1
→ -0.4	0.0	-20.0	0.3	0.0	12.9	101.0	-7.3	-3.6
Cc1noc(C)c1S(=O)(=O)Nc1ccc2c(c1)C(=O)N([C@H](C)CO)C[C@H](C)[C@@H](CN(C)C(=O)Nc1ccc(C(F)(F)F)cc1)O2
→ 0.3	/	/	0.7	/	/	/	-2.9	-3.4
COc1ccc(NC(=O)CSc2nnc(-c3ccccc3)n2Cc2ccco2)c(OC)c1
→ -0.1	-4.0	4.3	0.1	-13.1	-0.8	95.0	0.8	-1.3
c1ccc2c(c1)CCN(CCCNc1nc3ccccc3n3cnnc13)C2
→ /	0.0	-8.7	/	4.7	4.1	112.0	/	6.3
CC(OC(=O)c1ccc2c(c1)S(=O)(=O)c1ccccc1C2=O)C(N)=O (configuration not stated)
→ 0.8	-4.0	5.6	1.1	0.9	14.7	97.0	-9.2	-4.8
CCCNC(=O)/C(C#N)=C1\N=C(NC(=O)c2ccco2)c2ccccc21
→ 2.4	-13.0	6.0	-0.1	9.8	18.4	90.0	-10.3	-7.4
Cc1ccccc1NC(=O)Cc1nc(COC(=O)CSc2ccccc2)cs1
→ 4.1	2.0	-12.3	-0.2	2.5	15.0	95.0	-13.6	-3.0
COc1ccc(CN(C(=O)c2cccs2)C(C(=O)NC2CCCCC2)c2ccc3ncccc3c2)cc1 (configuration not stated)
→ -0.3	/	-6.5	-1.2	1.5	3.1	/	-9.1	-4.0
CC(C)C(=O)Nc1cccc(C(=O)NCc2ccc(S(N)(=O)=O)cc2)c1
→ 0.6	-1.0	-6.0	1.7	3.6	3.4	98.0	-2.5	6.4

# Random excerpt: two compounds from above.
# Values in the order – V1R ag counter	MEKK2mut PB1 HTS	GPR7 antagonist	OXTR agonist	M18AAP inhibitor	NALP1 inh	MEKK2wt PB1 HTS	OXTR potentiator	GalR3 antagonist
Cc1nnc(SCC(=O)NC(=O)NCc2ccco2)n1Cc1ccccc1
→ 0.1	13.0	-7.0	0.0	6.7	19.0	102.0	-13.0	5.2
CCCc1nn2c(=O)c(C(c3ccc(C)cc3)c3c(O)nc4sc(CCC)nn4c3=O)c(O)nc2s1
→ 2.0	9.0	-6.7	1.1	3.9	15.3	110.0	-3.6	-0.5

# More records.
# Values in the order – V1R ag counter	MEKK2mut PB1 HTS	GPR7 antagonist	OXTR agonist	M18AAP inhibitor	NALP1 inh	MEKK2wt PB1 HTS	OXTR potentiator	GalR3 antagonist
Cn1c(C(=O)NCc2cccnc2)cc2sc(Cl)cc21
→ -1.2	3.0	2.4	-0.4	7.2	3.0	101.0	-1.5	/
Cc1ccc(/C=C2\SC(=S)N(C(Cc3ccccc3)C(=O)O)C2=O)cc1 (configuration not stated)
→ 0.3	1.0	-9.2	-1.1	-0.8	14.0	111.0	-7.7	-3.7
CC(=O)c1ccc(N2CCN(CC(O)COC(c3ccccc3)c3ccccc3)CC2)cc1 (configuration not stated)
→ 5.2	0.0	27.2*	1.8	7.0	13.8	100.0	-10.0	-8.0
OCC1(CCOc2ccccc2)CCN(Cc2ccc3cccc(F)c3n2)CC1
→ 1.4	8.0	-3.3	-0.1	-1.0	14.4	114.0	-13.2	-5.7
CCCCN(C(=O)c1cc(=O)[nH]c2ccccc12)c1c(N)n(CCCC)c(=O)[nH]c1=O
→ 0.2	4.0	-2.5	-0.3	-0.5	9.6	104.0	-1.4	0.6
CCCn1nnnc1NCc1ccc(OC)cc1
→ 0.5	13.0	-10.0	-0.9	4.5	2.6	116.0	-3.5	-10.6
O=C(c1cccc(F)c1)N1CCN(C2CCCCC2)CC1
→ -0.1	-4.0	12.6	-0.6	2.8	-12.1	95.0	3.1	-8.1
COc1ccc(S(=O)(=O)N2CCOC2CNC(=O)C(=O)NCc2ccccn2)cc1C (configuration not stated)
→ 0.1	3.0	-5.5	-1.0	-19.0	22.9	101.0	-5.8	-0.4
CN(C(=O)c1ccc2ccccc2c1)c1ccccn1
→ 0.7	-1.0	-10.6	0.7	-2.4	15.1	98.0	-9.6	-8.9
COc1ccc(N=N/C(C(C)=O)=C(/C)O)cc1
→ -1.6	11.0	-1.7	-1.3	0.4	2.7	101.0	1.5	-3.4
Cc1ccccc1OCC(=O)Nc1ccccc1C(=O)NC1CC1
→ -0.2	/	/	-1.6	/	/	/	-9.0	-3.5
Cc1ccccc1N(C(=O)c1snc(C(N)=O)c1N)C(C)C(=O)NC1CCCCC1 (configuration not stated)
→ -0.2	3.0	-0.1	-1.4	5.9	-11.8	101.0	1.9	-1.3
COc1cccc(-n2nc(C(=O)NCC3CCCO3)c3ccccc3c2=O)c1 (configuration not stated)
→ 0.2	15.0	1.5	-0.7	5.5	-11.8	108.0	-2.1	0.1
NC(=O)c1ccc(NC(=O)CSc2nnc(-c3ccccn3)n2N)cc1
→ 0.1	-10.0	-9.4	-0.4	-1.0	-9.4	87.0	-13.3	-1.9
[O-]C1=N/[N+](=C/c2ccc(Cl)c(Cl)c2)CC1
→ 1.4	6.0	-13.5	0.3	7.2	-3.4	97.0	-2.9	-3.4
CC(C)NS(=O)(=O)c1ccc2c(c1)oc(=O)n2C
→ 1.2	5.0	13.8	1.0	-14.5	-54.8	102.0	-3.8	-0.7
O=C(O)/C=C\C(=O)Nc1ccccc1C(=O)NC1CCCCC1
→ -0.7	-9.0	-6.6	0.2	0.1	-12.1	95.0	-5.0	-5.4
COc1ccccc1C(=O)NCCSCc1c(F)cccc1Cl
→ -0.9	2.0	-10.5	-1.9	-6.3	10.5	103.0	-11.8	-7.0
Cc1ccc(C(=O)Nc2nc(-c3ccccn3)cs2)o1
→ -1.1	39.0	-16.0	-0.2	5.8	2.0	110.0	5.9	-7.9
O=C(NC1CCCC1)C1CCN(c2nccs2)CC1
→ 0.5	-2.0	-14.7	0.5	5.0	-12.2	97.0	-7.9	-1.7
O=C(c1ccccc1)C1CCN(C(=O)c2ccc(Cl)cc2)CC1
→ 7.1	7.0	16.4	3.8	3.3	-17.7	108.0	-21.6	-9.9
COc1ccc(CCN(C)c2ncnc3sccc23)cc1OC
→ 4.3	0.0	-6.8	1.7	-9.1	-2.5	100.0	-10.2	-7.1
COc1cc2[nH]c(=S)nc(NCc3ccc(Cl)cc3)c2cc1OC
→ 2.4	11.0	-3.6	1.1	15.3	1.1	112.0	-20.3	-11.6
COc1ccccc1C(=O)Nc1cccc(C(=O)N2CCOCC2)c1
→ 0.1	5.0	-10.6	-1.0	1.8	0.8	102.0	-5.5	1.5
O=C(c1ccc(F)cc1)[C@@H]1[C@@H](C(=O)c2ccccc2)[C@@]2(C(=O)Nc3ccccc32)[C@H]2c3ccccc3C=CN12
→ -0.2	9.0	2.0	1.7	1.2	37.1	92.0	-5.8	/
COc1ccc(OC)c(-c2nc(C(N)=O)c3[nH]c(=O)n(-c4ccc(F)cc4)c3n2)c1
→ 1.4	2.0	-8.5	0.0	8.3	-2.5	110.0	0.2	3.4
CCCCN1C(=O)N(C)C2C1N(C)C(=O)N2CCCC (configuration not stated)
→ -1.0	0.0	-8.8	0.2	6.0	1.7	99.0	7.8	-3.8
CCOC(=O)c1ccc(S(=O)(=O)N2CCC(C(=O)O)CC2)cc1
→ 0.5	5.0	1.1	1.2	2.4	-13.9	103.0	-0.5	-4.9
